Source: PubChem BioAssay (several laboratories)
NR2E3 ag-1 – activates human photoreceptor nuclear receptor NR2E3; AID 2300; inhibition of corepressor binding, % at 4.78 µM; hit rate 0.12% among 320,000; Q9Y5X4; GST-NR2E3/biotin-RetCOR TR-FRET, 1536-well;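 active = percent inhibition above the cutoff of mean plus 3 SD of all tested compounds, set per screening campaign, cut at about 20% in these data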;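 also: 0% = DMSO wells and 100% = biotin wells as full block of FRET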
Target sequence (Q9Y5X4 whole entry, looked up): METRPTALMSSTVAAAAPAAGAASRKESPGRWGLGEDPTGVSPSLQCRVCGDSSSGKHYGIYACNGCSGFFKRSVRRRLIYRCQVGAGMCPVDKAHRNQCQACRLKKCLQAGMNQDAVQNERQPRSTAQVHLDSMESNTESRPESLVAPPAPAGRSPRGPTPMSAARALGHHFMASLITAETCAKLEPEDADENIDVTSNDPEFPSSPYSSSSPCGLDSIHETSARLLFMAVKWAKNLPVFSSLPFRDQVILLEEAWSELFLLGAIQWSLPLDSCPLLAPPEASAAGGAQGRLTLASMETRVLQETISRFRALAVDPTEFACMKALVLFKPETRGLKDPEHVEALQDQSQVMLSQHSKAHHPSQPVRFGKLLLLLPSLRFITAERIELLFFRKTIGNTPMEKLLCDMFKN
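Material – GST-tagged NR2E3 plus biotinylated RetCOR corepressor · Quantity – NR2E3 fusion 1.35 nM · Times – 5 h incubation at 4 °C · Medium – pH 7.5 Tris-based buffer · Technique – TR-FRET, Eu(K)-anti-GST donor, streptavidin-D2 acceptor, ex 340, em 617/671 nm · Benchmarks – high control biotin, low control 0.6% DMSO · Format – 1536-well plates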
MITF TRPM1 inh – reduces MITF-dependent TRPM1 promoter luciferase signal; hit rate 0.83% among 330,000; SK-MEL-5 TRPM1 promoter luciferase, 24 h; inhibition, % at 12.5 µM; AID 488899;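 active = mean inhibition across replicates of 60% or more, whatever share of single replicates reaches that level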; also: values of inactives mirror those of a sister screen read the other way
TWEAK Fn14 block – blocks TWEAK-Fn14 interaction in a reporter cell assay | TWEAK-stimulated Fn14 reporter cells, luciferase luminescence, 8 h | inhibition, % at 10 µM | hit rate 2% among 360,000 | AID 1159606; in the data active = inhibition above about 50%
KKLEB cytotox – CF airway cell cytotoxicity counter-screen; KKLEB CF airway cells viability, ATPlite luminescence, overnight; stronger effect = lower value; cells stimulated with P. aeruginosa culture filtrate; hit rate 0.36% among 360,000; activity change (cytotoxicity), % at 5 µM; AID 602141;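 active = corrected activity change at or below -50% at 5 µM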
CF NFkB inh – inhibitors of cystic fibrosis induced NF-kB | KKLEB NF-kB-GFP reporter, PAF-induced, GFP fluorescence overnight | hit rate 0.86% among 360,000 | inhibition, % at 5 µM;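 active = at least 50% inhibition at 5 µM, scaled per plate between neutral and stimulator controls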;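 also: PAF is a Pseudomonas aeruginosa culture filtrate used as stimulus; plate controls were PAF-stimulated DMSO wells for no effect and unstimulated DMSO wells for full effect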
C8 TRAIL sens – sensitizes caspase-8 expressing cells to TRAIL. NB7+C8 cells + TRAIL, ATPlite viability luminescence. inhibition (viability loss, TRAIL sensitization), % at 10 µM. hit rate 1% among 360,000. AID 624354;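 active = compounds causing at least 50% loss of cell viability in the single-dose screen, relative to plate controls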
NR2E3 ag-2 – human photoreceptor-specific nuclear receptor agonism | Q9Y5X4 | CHO-S Gal4-NCOR/VP16-NR2E3 two-hybrid, luciferase | inhibition of corepressor binding, % at 3.98 µM | hit rate 0.35% among 360,000 | AID 602229;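 active = inhibition above the mean of all tested compounds plus 3 SD, cut at about 70% in these data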;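 also: 0% = DMSO with NR2E3 transfected cells and 100% = cells lacking NR2E3 construct; higher means lower luciferase signal from less NR2E3 corepressor binding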
Peg3 promoter – Peg3 promoter activity inhibition | HeLa PEG-Prom luciferase reporter, luminescence, overnight | inhibition, % at 20 µM | hit rate 1.7% among 360,000 | AID 588405;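 active = inhibition of at least 50% at 20 µM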
TROY NFkB inh – TROY signaling inhibition | Q293 LMP1-TROYcd NF-kB luciferase reporter, 4 h | inhibition, % at 10 µM | hit rate 0.98% among 360,000 | AID 1347056;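 active = compounds whose plate-normalised and pattern-corrected inhibition of the luciferase reporter signal at the single screening dose is 50% or more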
HIF-2a inh – HIF-2a inhibition | 786-0 RCC cells HIF-2a reporter, luciferase luminescence, overnight | inhibition, % at 18.8 µM | hit rate 0.72% among 360,000;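 active = inhibition of the luminescence signal of 40% or more relative to plate controls, in a single-dose primary screen at 18.75 µM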
Shn3 3UTR inh – inhibitors of Schnurri-3 3'UTR reporter in osteoblasts | Clone20 osteoblast Shn3 3'UTR firefly luciferase, 24 h | inhibition, % at 12.5 µM | hit rate 0.52% among 360,000 | AID 588674;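 active = mean inhibition of at least 75% with every replicate also reaching 75%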;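 also: 0% = median of neutral control wells and 100% = pilot-screen positive control compound; some compounds past the cut are filed as inactive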
* marks the source's active call; other numbers are inactive results; · = no result given; & = joins results of further samples. Not all compounds are listed. The share of hits here may be higher or lower than overall.

SMILES	NR2E3 ag-1	MITF TRPM1 inh	TWEAK Fn14 block	KKLEB cytotox	CF NFkB inh	C8 TRAIL sens	NR2E3 ag-2	Peg3 promoter	TROY NFkB inh	HIF-2a inh	Shn3 3UTR inh
Cc1ccc(C(=O)NCC(=O)OCc2c(F)cccc2Cl)s1	·	-61.9	-36.7	13.9	3.1	-11.0	-14.0	-147.3	-50.9	-69.3	-36.4
CC(C)CN(CC(C)C)C(=O)Nc1ccccc1F	4.6	5.1	11.8	7.9	10.9	-2.0	-3.0	18.5	-6.4	19.2	0.2
CCOC(=O)C1(CCSC)NC(c2ccco2)C2C(=O)N(C)C(=O)C21 (stereo not given)	0.9	4.0	-3.9	-4.6	4.7	13.7	-10.4	16.0	-1.4	3.8	0.9
O=C(COc1ccccc1)NCc1cccs1	1.6	-9.7	6.0	-1.4	8.6	-15.3	12.1	-9.8	-5.6	-20.9	-9.7
C=CCn1c(SCC(=O)NCc2ccc3c(c2)OCO3)nc2scc(-c3ccc(F)cc3)c2c1=O	2.7	-7.9	-50.4	-7.1	-2.3	-2.0	4.0	18.5	10.1	6.9	16.3
COc1ccc(NC(=S)NC23CC4CC(CC(C4)C2)C3)cc1OC	-0.9	-20.6	33.8	9.7	0.9	-2.8	-7.5	-32.6	18.5	-68.8	0.3
Cc1cc(C)n(-c2nnc(C)n2NS(=O)(=O)c2ccc(F)cc2)n1	4.1	-15.4	2.8	5.8	0.0	20.0	-0.1	12.0	0.7	17.5	12.0
O=C(CCNC(=O)c1ccco1)Nc1nc2ccccc2s1	·	-21.2	-10.8	9.3	3.4	7.9	-12.3	-168.8	-38.8	-128.3	-80.9
O=c1ccnc(Nc2ccc([N+](=O)[O-])cc2)[nH]1	0.2	4.3	19.7	-0.6	-1.0	-5.5	-4.3	18.6	-14.1	12.8	8.3
Cc1cc(C)c(CN2CCN(C(=O)Cn3cnc(C(=O)Nc4ccc(C)c(C)c4)n3)CC2)c(C)c1	·	1.2	4.6	-69.4*	48.5	3.6	-15.5	86.3*	32.7	6.1	25.5
Cc1ccc(-c2nc3ncccc3n2O)cc1	0.8	0.6	-1.5	4.8	-14.3	12.6	-13.5	-8.8	-30.7	-25.9	-3.8
CC(C)N1CCN(Cc2cnc(N3CCCC3)s2)CC1CCO (stereo not given)	·	13.2	-4.4	-3.5	13.9	-13.8	1.9	20.8	4.6	12.9	8.7
Cc1ccccc1C(=O)c1cccn1CC(=O)NCc1ccc2c(c1)OCO2	-2.2	-26.6	-22.9	12.1	-10.6	-19.3	-43.7	-71.6	-45.1	-96.2	-44.3
O=C1CC(NS(=O)(=O)c2cccs2)CN1c1ccc(F)cc1 (stereo not given)	-2.8	-2.0	10.4	4.2	7.7	-13.7	14.5	5.8	-1.4	1.7	-4.3
CCN(CC)S(=O)(=O)c1ccc(C(=O)NCC(=O)NCc2ccc3c(c2)OCO3)cc1	·	·	-8.5	9.9	-32.3	-24.5	4.9	-3.8	-1.8	0.4	10.5
COc1cccc(NC(=O)CC(c2ccc(OC(C)C)cc2)c2ccccc2OC)c1 (stereo not given)	-0.6	11.2	-21.3	-1.8	-3.7	23.5	-24.0	17.1	-1.7	17.3	15.5
C=CCn1c(C)nnc1SCC(=O)Nc1oc(C)c2c(C)n[nH]c(=O)c12	0.9	-3.0	0.0	-6.3	5.2	0.1	-13.4	13.6	-1.6	12.2	-8.4
O=C(c1ccc2c(c1)N(Cc1ccccc1)CCS2)N1CCCCC1	1.2	9.6	28.8	-3.1	11.3	3.7	-55.0	16.2	46.1	-5.2	-0.8
Cc1cccc(N(CC(=O)Nc2c(C)n(C)n(-c3ccccc3)c2=O)S(C)(=O)=O)c1C	1.1	8.8	13.7	4.6	11.4	3.0	-0.8	-0.2	1.9	-1.1	7.3
Cc1ccc(CC(=O)N/N=C/c2ccc(OC(=O)c3ccc([N+](=O)[O-])cc3)cc2)cc1	0.2	-20.3	-1.7	1.8	-9.1	-4.2	-31.1	2.3	-7.4	10.1	6.8
O=C(c1ccc(-n2cncn2)c([N+](=O)[O-])c1)N1CCN(c2cccc(Cl)c2)CC1	1.4	8.4	-2.9	-7.6	-22.8	3.0	-9.1	6.9	-7.1	12.1	7.4
CCOc1ccc2nc(N/C(N)=N/C(=S)Nc3ccc(OC)cc3)nc(C)c2c1	3.3	-5.0	-11.1	-9.3	-21.1	13.9	-18.3	8.0	-8.9	-16.6	37.2
Cc1cccc(C(=O)NCC(C)NC(=O)c2cccc(C)c2)c1 (stereo not given)	2.7	16.8	5.2	0.9	-4.9	-5.7	-15.8	12.9	17.0	7.9	2.4
CCNC(=O)NC(=O)C(C)OC(=O)C(C)(C)Oc1ccc(Cl)cc1 (stereo not given)	1.1	16.5	-12.6	1.5	8.3	-1.6	-16.1	9.0	17.6	10.2	16.4
COc1ccc(CCN(Cc2ccccn2)C(=S)Nc2ccccc2F)cc1OC	-1.0	2.0	31.9	0.1	-3.1	-0.4	-5.7	10.7	-0.6	10.0	2.9
CCOC(=O)c1sc(NC(=O)c2cccs2)cc1C	1.3	-48.0	-39.5	-4.9	-10.7	48.9	-116.4	-402.4	-40.6	-341.0	-70.2
CCOC(=O)C[C@H]1c2cc(F)ccc2S(=O)(=O)N1C1CCCC1	-1.2	-7.4	-7.9	0.8	-14.8	3.5	-2.8	1.6	0.2	10.8	6.1
CCC(=O)Nc1cccc(-c2csc(-c3ccccc3)n2)c1	-2.5	-3.4	-11.9	30.4	-17.3	-4.7	-18.6	-8.7	-20.0	-26.9	-15.3
Cc1noc(COc2ccccc2OCc2onc(C)c2Cl)c1Cl	-1.6	0.0	-37.0	6.4	10.0	0.1	2.0	11.4	-4.2	-3.9	9.9
Cc1cc(N2CCCC2)nc2ccc(NC(=S)NC(C)C)cc12	2.9	-24.6	-28.6	5.5	-26.6	-0.9	-21.2	-68.9	-37.9	-91.1	-6.3
O=C(NCC(c1cccs1)N1CCOCC1)c1ccc(Cl)s1 (stereo not given)	-0.6	8.5	14.3	-4.8	8.5	10.4	-41.2	28.6	-19.3	10.5	18.6
CCN(CC)CCOC(=O)CCc1cccc2ccccc12	-2.3	3.2	-19.6	-2.6	7.6	-20.6	-5.7	-2.2	0.3	8.2	1.8
O=C(Nc1ccc(N2CCN(C(=O)c3cccs3)CC2)cc1)c1cccnc1Cl	1.5	-12.5	-17.2	-2.4	-7.5	-5.2	19.6	10.6	16.7	16.7	-24.0
COc1cc(/C=C\C(=O)Nc2cc(=O)n(C)c(=O)n2C)cc(OC)c1OC	-0.5	-5.5	2.0	7.6	-26.5	8.0	1.7	10.5	-5.6	4.6	13.4
CC(C)c1ccc(OCc2ccc(C(=O)O)o2)cc1	1.6	24.9	36.6	-7.3	13.4	-4.3	-248.1	50.9*	-29.5	48.9*	-7.9
COc1ccccc1C(CNC(=O)c1cccc(NS(=O)(=O)c2ccc(Br)cc2)c1)N(C)C (stereo not given)	0.0	-7.3	-18.9	-11.8	-0.2	-2.5	11.8	-7.6	-14.0	2.1	2.0
CCSCc1nnc(SCC(=O)Nc2ccc(OC)cc2)n1C	1.1	14.0	2.5	-14.6	6.9	6.1	-27.2	11.8	-9.9	9.5	-4.8
Cc1cc(C)cc(OCC(=O)NCCN2CCOCC2)c1	-0.9	8.9	12.8	-3.9	-4.6	-6.3	1.3	15.5	15.4	16.7	-13.8
CN(Cc1ccccc1)C1CCCN(C(=O)c2ccc(Cl)s2)C1 (stereo not given)	2.1	-7.3	-2.8	-6.7	10.4	14.6	-9.1	4.5	-7.4	7.3	-14.6
COc1ccc(NC(=S)NCc2cccs2)cc1OC	1.2	-7.5	8.3	-0.5	-7.4	-1.5	-4.6	0.5	-10.6	-15.5	12.0
COc1cc(NC(=O)c2cccs2)c(OC)cc1NC(=O)CCC(=O)Nc1cccc2ncccc12	-0.9	-5.5	13.9	11.4	-0.6	-4.6	11.6	20.8	17.0	12.0	11.7
Cc1cc(NC(=O)CSc2nc(C3CCCCC3)nc3ccccc23)no1	1.6	-4.1	19.1	-13.0	37.4	-28.4	-29.9	28.1	1.5	37.3	24.7
Cc1ccc(NC(=O)COC(=O)Cn2c(C)csc2=O)cc1	-0.6	0.5	-8.3	6.8	2.6	5.7	-5.5	5.5	-2.9	4.5	7.2
O=C(CCc1ccc(Oc2cc([N+](=O)[O-])cc([N+](=O)[O-])c2)cc1)NC1CCCC1	0.3	-1.8	21.9	6.2	-1.1	-1.0	1.7	17.9	19.7	11.7	21.0
Cc1cccc(-n2c(O)c(C=Nc3c(C)n(C)n(-c4ccccc4)c3=O)c3ccccc3c2=O)n1	2.5	-14.1&5.4	9.8&-5.4	3.4&-5.9	-13.3&-1.4	1.6&-14.6	-39.6&-27.1	10.6&-0.2	0.4&-9.4	12.3&14.3	1.0&2.4
CC(C)OC(=O)c1nn2c(C(F)(F)F)cc(-c3ccco3)nc2c1Cl	4.4	-2.7	11.3	-0.8	0.6	3.9	1.9	8.5	4.0	-0.6	4.9
COc1cc2c(cc1OC)C(c1ccccc1)NCC2 (stereo not given)	7.5	-10.9	1.8	5.7	-6.3	-11.0	-19.6	3.2	15.3	4.8	6.0
CC1(C)C(c2ccccc2)=[N+]([O-])C2(CCCCC2=O)N1O (stereo not given)	-1.5	-3.3	-7.1	1.5	-4.2	-2.4	1.6	-9.0	1.3	8.3	12.0
CCCCNC(=S)NCc1ccc2c(c1)cc(C)n2C	6.2	·	12.2	2.6	-6.6	-12.4	-3.8	9.8	1.0	1.1	19.0
CC(=O)OCc1ccc(C2=CC(=O)CC(C)(C)C2=O)cc1	·	·	1.3	-4.2	11.6	-3.1	1.6	-12.5	-12.2	-0.3	-6.7
CC(=O)Oc1ccc(C(=O)Nc2cccc(-c3nnc(-c4ccco4)o3)c2)cc1	-5.1	-2.0	7.6	5.6	-11.9	12.2	-11.4	-1.7	21.7	-12.5	24.4
O=C(Nc1ccccc1)c1cn(CCBr)cn1	-6.6	-36.1	16.4	-7.7	3.0	34.8	-51.7	-152.6	-47.7	-180.3	-60.8
CC(=O)OC[C@@H]1CN(Cc2cccc(C(F)(F)F)c2)C[C@H](n2cnc3c(N4CCOCC4)ncnc32)O1	·	·	-13.1	-8.0	-4.6	8.1	12.2	-6.0	-11.8	1.4	15.8

Filtered by structure: those above with an NH in an aromatic ring.
SMILES	NR2E3 ag-1	MITF TRPM1 inh	TWEAK Fn14 block	KKLEB cytotox	CF NFkB inh	C8 TRAIL sens	NR2E3 ag-2	Peg3 promoter	TROY NFkB inh	HIF-2a inh	Shn3 3UTR inh
O=c1ccnc(Nc2ccc([N+](=O)[O-])cc2)[nH]1	0.2	4.3	19.7	-0.6	-1.0	-5.5	-4.3	18.6	-14.1	12.8	8.3
C=CCn1c(C)nnc1SCC(=O)Nc1oc(C)c2c(C)n[nH]c(=O)c12	0.9	-3.0	0.0	-6.3	5.2	0.1	-13.4	13.6	-1.6	12.2	-8.4
